Screening data deposited in PubChem BioAssay by Sanford-Burnham Center for Chemical Genomics.
PfGluPho inh – PfG6PD enzyme inhibitors, primary screen, biochemical, fluorescence intensity, uHTS. hit rate 0.78% among 350,000. PfGluPho enzyme, NADPH resazurin-diaphorase fluorescence. inhibition, % at 20 µM. AID 504690, 2011;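 active means inhibition reaching at least a set limit at 20 µM in the primary screen, cut at about 59% in these data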;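 further: 0% = DMSO wells with substrate and 100% = DMSO wells lacking glucose-6-phosphate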
ATG4B inhibitor – ATG4B protease inhibitors, primary screen, biochemical, fluorescence, uHTS; inhibition, % at 8.33 µM; hit rate 0.51% among 340,000; ATG4B cleavage of LC3-PLA2, NBD-HPC fluorescence, 1 h; Cysteine protease ATG4B (Homo sapiens), Q9Y4P1; in the data active means inhibition above about 40%
HKDC1 inh – HKDC1 hexokinase inhibitors, primary screen, biochemical, fluorescence, uHTS; inhibition, % at 20 µM; hit rate 0.16% among 340,000; Q2TB90; recombinant HKDC1, G6PDH/diaphorase resazurin coupled fluorescence;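 active means inhibition above about 35% when tested at 20 µM, limit read from the data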;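 further: plate controls were DMSO wells with enzyme for no effect and DMSO wells lacking enzyme for full effect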
Target sequence (Q2TB90 whole entry, looked up): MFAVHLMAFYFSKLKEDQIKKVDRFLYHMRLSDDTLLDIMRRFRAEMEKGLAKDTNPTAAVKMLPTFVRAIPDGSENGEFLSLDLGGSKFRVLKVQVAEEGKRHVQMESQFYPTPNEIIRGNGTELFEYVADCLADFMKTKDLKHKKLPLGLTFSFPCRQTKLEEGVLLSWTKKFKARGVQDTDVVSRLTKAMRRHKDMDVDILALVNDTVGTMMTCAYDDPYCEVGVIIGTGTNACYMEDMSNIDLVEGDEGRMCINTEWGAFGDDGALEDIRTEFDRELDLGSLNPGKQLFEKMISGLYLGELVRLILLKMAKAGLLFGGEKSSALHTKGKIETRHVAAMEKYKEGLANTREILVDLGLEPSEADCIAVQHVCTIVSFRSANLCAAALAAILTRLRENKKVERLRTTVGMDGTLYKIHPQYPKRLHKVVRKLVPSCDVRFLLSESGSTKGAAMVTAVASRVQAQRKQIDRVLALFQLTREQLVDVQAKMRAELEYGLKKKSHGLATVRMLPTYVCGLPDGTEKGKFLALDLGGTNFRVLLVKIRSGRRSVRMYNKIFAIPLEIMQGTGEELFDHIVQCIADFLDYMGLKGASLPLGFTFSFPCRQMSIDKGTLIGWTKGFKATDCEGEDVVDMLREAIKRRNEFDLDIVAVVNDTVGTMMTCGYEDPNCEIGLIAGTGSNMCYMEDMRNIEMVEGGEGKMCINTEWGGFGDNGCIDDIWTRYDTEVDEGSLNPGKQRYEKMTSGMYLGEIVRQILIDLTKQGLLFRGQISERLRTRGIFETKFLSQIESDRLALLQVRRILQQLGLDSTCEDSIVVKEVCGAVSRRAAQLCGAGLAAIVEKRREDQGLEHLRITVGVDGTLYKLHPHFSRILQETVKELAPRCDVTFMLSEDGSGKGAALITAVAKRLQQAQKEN
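Material: recombinant HKDC1 hexokinase; Amount: HKDC1 at 5 µg/mL; Medium: Tris pH 8.0 buffer with MgCl2, Tween-20, BSA, BME; Schedule: 90 min reaction incubation at room temperature, dark; Technique: coupled resazurin fluorescence, excitation 525 nm, emission 613 nm.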
Numbers without * were called inactive.

PfGluPho inh	HKDC1 inh	ATG4B inhibitor	Compound
5	-10	-4	COc1ccc(/C(O)=C2\C(=O)C(=O)N(CCN3CCOCC3)C2c2ccccc2OC)cc1 (stereo not given)
5	4	6	Cc1c(C(c2cc(O)ccc2O)c2c(C)n(C)n(-c3ccccc3)c2=O)c(=O)n(-c2ccccc2)n1C
9	-2	-4	COc1cc(C2C3=C(COC3=O)Oc3cc4c(cc32)OCO4)ccc1O (stereo not given)
28	4	-3	Cc1c(C#N)c(O)n(C)c(=O)c1N=Nc1ccc(S(N)(=O)=O)cc1
-8	-6	4	CCN(CC(=O)Nc1ccc(NC(C)=O)cc1)C(=O)c1cccc(N2C(=O)c3ccccc3C2=O)c1
6	-5	0	O=C(NNC(=O)c1ccc2ccccc2c1)c1cccc(Br)c1
-9	-2	19	O=C(OCCN1C(=O)c2cccc3c(N4CCOCC4)ccc(c23)C1=O)c1cccc(Cl)c1
41	-4	-7	COc1ccc(C(=O)c2ccc(Br)cc2)c(OC)c1OC
-6	-4	-4	O=C(O)c1ccc(NS(=O)(=O)Cc2ccc(Cl)c(Cl)c2)cc1
7	-5	2	NC(=O)C1(Nc2ccc(Cl)cc2)CCCC1
10	15	-8	CCOC(=O)c1c(NC(=O)c2ccc(-n3cnnn3)cc2)sc2c1CCCC2
11	-1	-6	COc1cccc(NC(=O)CN(C)C(=O)/C=C/c2cn(-c3ccccc3)nc2-c2ccc(OC)c(OC)c2)c1

Carrying on:
PfGluPho inh	HKDC1 inh	ATG4B inhibitor	Compound
2	-5	-10	Cc1ccc(CNCCCn2cnc(C(=O)Nc3ccc(C)c(C)c3)n2)o1
11	17	6	Cc1ccc(C(=O)NN2C(=O)/C(=C/c3cn(C)c4ccccc34)SC2=S)cc1
-10	-6	4	O=CNC1(c2ccccc2)CCCCC1
0	8	12	Cc1ccccc1OCCCCCNCCO
-10	2	-3	COc1ccc(Cl)cc1S(=O)(=O)N1CCN(C(=O)c2cc(OC)c(OC)c(OC)c2)CC1
-73	-2	-6	O=C1C(Cl)=C(NCCCN2CCOCC2)C(=O)c2ccccc21
-11	6	-2	O=C1c2ccc(Br)cc2C(=O)N1c1ccc(Cc2ccncc2)cc1
2	-2	6	O=C(NCC1(c2ccccc2)CCCC1)C(=O)NCC1(c2ccccc2)CCCC1
9	-4	-9	COc1ccc2cc(N3CCCC3=O)ccc2c1
26	-44	6	O=C1CSC(=S)N1Nc1ccccc1
-3	-5	-7	CCCCN1CC(Br)C(=O)NC1=O (stereo not given)
14	2	3	COc1ccc(C2C(C(=O)c3ccccc3)N3c4ccccc4C=CC3C2[N+](=O)[O-])cc1 (stereo not given)

Another view of part of the listing above:
Cc1ccc(CNCCCn2cnc(C(=O)Nc3ccc(C)c(C)c3)n2)o1
  PfGluPho inh: 2
  HKDC1 inh: -5
  ATG4B inhibitor: -10

Cc1ccc(C(=O)NN2C(=O)/C(=C/c3cn(C)c4ccccc34)SC2=S)cc1
  PfGluPho inh: 11
  HKDC1 inh: 17
  ATG4B inhibitor: 6

O=CNC1(c2ccccc2)CCCCC1
  PfGluPho inh: -10
  HKDC1 inh: -6
  ATG4B inhibitor: 4

Cc1ccccc1OCCCCCNCCO
  PfGluPho inh: 0
  HKDC1 inh: 8
  ATG4B inhibitor: 12

Two entries drawn at random from the list so far, as already listed:
PfGluPho inh	HKDC1 inh	ATG4B inhibitor	Compound
-11	6	-2	O=C1c2ccc(Br)cc2C(=O)N1c1ccc(Cc2ccncc2)cc1
-73	-2	-6	O=C1C(Cl)=C(NCCCN2CCOCC2)C(=O)c2ccccc21

The list goes on.
PfGluPho inh	HKDC1 inh	ATG4B inhibitor	Compound
-4	-6	3	Cc1ccccc1-n1c(SC(C)C(=O)NCC2CCCO2)nnc1-c1ccncc1 (stereo not given)
18	15	5	O=[N+]([O-])c1cc(-c2ccccc2)cc([N+](=O)[O-])c1O
3	1	-22	Cc1ccc(CN2CC(C(=O)Nc3ccc(C)c(S(=O)(=O)N4CCCCC4)c3)CC2=O)cc1 (stereo not given)
-5	4	2	O=c1ccn([C@@H]2O[C@H](CNS(=O)(=O)C3CC3)[C@@H](O)[C@H]2O)c(=O)[nH]1
-16	-3	-4	O=C(/C=C/c1ccc(Cl)cc1)N1CCN(CCN2C(=O)c3cccc4cccc(c34)C2=O)CC1
28	8	15	O=c1[nH]c2ccc(N=Cc3c(O)ccc4cc(Br)ccc34)cc2[nH]1
18	0	-19	COc1ccc(C=NN=C2c3ccccc3-c3ccccc32)cc1O
14	-3	-6	C[C@@H]1CN(S(=O)C(C)(C)C)[C@H](CCO)/C1=C\c1ccccc1 (stereo not given in full)
11	0	-1	O=C1NC(=O)/C(=C\c2ccc(Cl)cc2Cl)N1
3	-2	10	Cc1cc(NC(=O)NCc2ccco2)ccc1NC(=O)NCc1ccco1
-16	6	5	CC(=O)N1CCc2cc([N+](=O)[O-])ccc21
-21	2	-15	CN(CCc1ccccc1)C(=O)c1ccc(NC(=O)Cc2cccc(NC(=O)C3CCN(C(=O)C4CCCC4)CC3)c2)cc1

The results go on:
PfGluPho inh	HKDC1 inh	ATG4B inhibitor	Compound
11	-1	0	CCCC(=O)NCCc1cc2cc(C)c(C)cc2[nH]c1=O
22	-1	-15	CCN1CCN(c2ccc(S(=O)(=O)N3CCOCC3)cc2NC(=O)c2ccc(OCC(C)C)cc2)CC1
-5	1	2	Cn1c2c(sc1=O)CCC2
4	-7	-6	CC1CCC(CC(=O)O)(C(=O)O)CC1 (stereo not given)
-9	-4	-1	COc1ccc(C(=O)CC(=O)C(=O)Nc2ccc(Cl)cc2)cc1
0	-3	-8	CSCCC(NS(=O)(=O)c1cccc(C(F)(F)F)c1)C(=O)N1CCN(C(=O)c2ccco2)CC1 (stereo not given)
6	-1	3	O=C(Nc1nncs1)C12CC3CC(CC(Cl)(C3)C1)C2
-3	-10	-2	COC(=O)/C=C/C(=O)N1CCN(c2ccccc2)CC1
-7	-3	1	C[C@]12CCC(=O)C=C1C=CC1C2CC[C@@]2(C)C1CC[C@@]21CCC(=O)O1 (stereo not given in full)
17	-2	8	CC(C)(C)OC(=O)N(Cc1ccccc1)Cc1cccc(OCc2cccc(NC(=O)C3CC3)c2)c1
-1	6	1	Cc1ccc(-n2cc(-c3ccccc3)c3c(N4CCOCC4)ncnc32)cc1
-14	3	2	Cc1ccc(S(=O)(=O)N2CCN(C(=O)c3cc(S(=O)(=O)N4CCOCC4)ccc3F)CC2)cc1

Further entries:
PfGluPho inh	HKDC1 inh	ATG4B inhibitor	Compound
1	-1	-34	CSc1ccc(S(=O)(=O)NCC(=O)OCC(=O)N(C)CC(=O)Nc2ccc(F)cc2)cc1[N+](=O)[O-]
-5	-3	-38	O=C(Cc1ccc(S(=O)(=O)N2CCOCC2)s1)N1CCN(S(=O)(=O)c2ccccc2F)CC1
11	-2	37	O=C(N/C=C/c1ccco1)NCc1ccccc1
-2	7	3	Cc1cccc(NC(=O)c2ccc(NS(=O)(=O)c3cccc4cccnc34)cc2)c1
-3	2	-3	NC1=NC(=O)/C(=C/c2cn(CCC(=O)O)nc2-c2ccc(Cl)cc2)S1
11	-6	-5	O=C1CCCCC1Nc1ccc([N+](=O)[O-])cc1 (stereo not given)
11	14	-4	COc1ccc(/C=C/C(=O)c2c(O)c(OC)c3occc3c2OC)cc1
4	-9	-4	CCC(C)[C@H](NC(=O)N1CCN(C)CC1)C(=O)OC (stereo not given in full)
7	-4	-24	CC(/C=N\NC(=O)CN1CCN(S(=O)(=O)c2ccc(C)cc2)CC1)=C\c1ccccc1
49	0	5	C=C(CN(C)C)C(=O)c1ccc(OC2OC(COC(C)=O)C(OC(C)=O)C(OC(C)=O)C2OC(C)=O)cc1 (stereo not given)
-30	4	2	CCOC(=O)Nc1cccc2c1-c1ccc([N+](=O)[O-])cc1C2=O
-16	-2	4	CC(/C=C/c1cccs1)=C\C(=O)O

More entries follow.
PfGluPho inh	HKDC1 inh	ATG4B inhibitor	Compound
17	-5	11	CC(=O)c1sc2c(c1OC(=O)c1ccccc1)c(=O)n(-c1ccccc1)c(=S)n2-c1ccccc1
34	5	1	O=C1NN(c2ccccc2)C(=O)/C1=C/c1ccc(-c2ccc(Cl)c(C(=O)O)c2)o1
19	2	5	O=C(NC(=S)Nc1cccc(NC(=S)NC(=O)c2ccccc2)c1)c1ccccc1
6	-5	-5	COC(=O)c1ccc2[nH]c(C)c(CN3CCCC3)c(=O)c2c1
25	2	38	Cc1ccc(S(=O)(=O)Nc2ccccc2/C=N/c2nc3ccccc3n2C)cc1
16	-2	-4	O=S(=O)(Cc1ccccc1)N1CCN(c2ccccc2)CC1
10	-3	-4	CCOC(=O)c1c[nH]c2ccc([N+](=O)[O-])cc12
10	-4	-13	CC(C)c1nnc(N2C(=O)C(O)=C(C(=O)c3cccs3)C2c2ccccc2)s1 (stereo not given)
18	4	-3	COC(=O)C1=C(C(=O)OC)[C@]2([C@@H]3CC=CCN[C@@H](Cc4ccccc4)C(=O)N3Cc3ccccc3)C=C[C@H]1O2
12	5	-4	COCC(C)n1c(SCc2ccc(OC)c(F)c2)nc2ccccc2c1=O (stereo not given)
1	-1	-5	COc1ccccc1NS(=O)(=O)c1cc(C(=O)N2CCN(C(=O)c3ccco3)CC2)ccc1F
56	1	1	c1ccc(-n2nnnc2-c2cccc3ccccc23)cc1

New compounds follow
PfGluPho inh	HKDC1 inh	ATG4B inhibitor	Compound
-4	1	2	O=C(O)C1C=Cc2ccccc2N1C(=O)c1ccccc1 (stereo not given) (tested in a mixture with another compound)
7	2	-10	N#Cc1ccc(-c2csc(NC3=NCCCCC3)n2)cc1
17	-8	-10	C/C(=N\Nc1cccc(Cl)c1)c1ccc(-n2ccnc2)cc1
2	-2	11	Cc1ccc(NS(=O)(=O)c2ccc3c(c2)C(=O)c2ccccc2C3=O)c(C)c1
23	1	-51	CCN(CC(=O)Nc1ccc(NC(C)=O)cc1)C(=O)c1cc([N+](=O)[O-])ccc1Sc1ccc(Cl)cc1
1	1	3	CCCCNC(=O)CCCn1c(=O)c2ccccc2n(CC(=O)NCCC2=CCCCC2)c1=O
16	4	-22	CCN(CC)S(=O)(=O)c1cc(NC(=O)Cc2ccc(S(=O)(=O)N3CCOCC3)s2)ccc1Cl
1	-1	-19	CC(=O)Nc1cc2c3c(cccc3c1)-c1ccccc1-2
-15	-2	20	O=C1CSC(=S)N1Cc1cccs1
-18	-3	-7	CN(Cc1ccccc1)C(=O)c1ccc(NC(=O)Cc2ccc(NC(=O)C3CCN(C(=O)CCc4ccccc4)CC3)cc2)cc1
9	1	-3	COc1ccc(C(=O)OCC(=O)N2CCN(S(=O)(=O)c3ccc(C)cc3)CC2)cc1[N+](=O)[O-]
31	0	6	Nc1cc(Cl)cc2c1-c1ccc(Cl)cc1C2

Next section.
PfGluPho inh	HKDC1 inh	ATG4B inhibitor	Compound
-3	-9	-10	Nc1ccc2c(c1)C(=O)c1cc([N+](=O)[O-])ccc1-2
48	11	-4	COn1c(C)c(C)c2c3nonc3ccc21
0	10	9	O=C1c2c(Cl)c(Cl)c(Cl)c(Cl)c2C(=O)N1c1nccs1
-9	-3	15	O=CNC1c2ccccc2CCc2ccccc21
7	8	1	O=C(O)c1ccc(NN=CC2=C(N3CCOCC3)/C(=C/c3ccccc3)CC2)cc1
-12	-12	4	CCOC(=O)c1cnn(C(=O)c2ccccc2)c1N
-4	16	-22	COc1ccc(NC(=O)c2cc3cccc(OC)c3oc2=Nc2ccc(C(=O)O)cc2)cc1OC
0	-7	1	CC1CN(CC(O)c2ccc(Br)cc2)CCO1 (stereo not given)
4	1	-4	COc1ccc(N=Cc2ccc(N(CCC#N)CCC#N)cc2)cc1
3	-13	19	CCOc1cc(/C=N/N=C(N)N)ccc1OCc1ccc(Cl)cc1
8	14	-3	Cc1ccc2c(c1C)NC(=O)C21N2CCCC2C(C(=O)c2ccc3ccccc3c2)C12C(=O)Nc1ccccc12 (stereo not given)
-3	6	6	CCOC(=O)/C=C1/SCC(=O)N1CC(=O)Nc1ccc2c(c1)CCC2

(cont.)
PfGluPho inh	HKDC1 inh	ATG4B inhibitor	Compound
3	-7	0	CCC1(CC)C(=O)NC(=O)NC1=S
13	2	9	O=C(Nc1ccccc1)OCC1COC(c2ccccc2)(c2ccccc2)O1 (stereo not given)
29	0	3	Cc1ccc(N/N=C(\Cc2nc3ccccc3[nH]2)c2ccccc2)cc1
69*	-3	-3	O=C1OC(Oc2ccc(Br)cc2)(c2ccccc2)c2ccccc21 (stereo not given)
-6	-7	-3	CCC12CCC3c4ccc(O)cc4CCC3C1CC(O)C2O (stereo not given)
12	-6	2	O=C(O)c1cc(-c2ccc(/C=N/Nc3ccc([N+](=O)[O-])cn3)o2)ccc1Cl
-15	-2	-1	Cc1n[nH]c(C)c1NC(=O)CN1CCN(S(=O)(=O)c2ccc(C(F)(F)F)cc2)CC1
2	-1	23	O=C(c1c[nH]c(C(=O)N2CCN(c3ccccc3F)CC2)c1)c1cccc(Cl)c1Cl
14	14	49*	COc1cc([N+](=O)[O-])cc(/C=C2/SC(=S)N(Cc3ccccc3)C2=O)c1O
-2	-6	-9	CN(C(=O)c1ccc(NC(=O)Cc2cccc(NC(=O)C3CCN(C(=O)C4CCC4)CC3)c2)cc1)C1CC1

These rows are one share of the data, so the mix of outcomes need not match the whole.
